Screening data: PubChem BioAssay, National Center for Advancing Translational Sciences (NCATS)
Pf growth 96h: inhibits malaria parasite growth, 96 h | P. falciparum luciferase reporter growth, 96 h | Potency, µM (doses to about 28.7 µM), for inactives: top-dose activity change, negative = inhibition, actives largely listed as inhibitors | 320,000 compounds, 6.9% hits; also: potency is read from the fitted curve at half-maximal effect; % is scaled to controls: 0 for no effect and ±100 for the full control effect
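Erythrocytes infected with luciferase-expressing P. falciparum were dispensed at 2% hematocrit and 0.05% parasitemia (final), then incubated with compounds 96 hours at 37 C in 5% CO2. Luminescence after detection reagent addition reported growth.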
AmpC inh no detg: inhibitors of E. coli AmpC beta-lactamase without detergent | P00811 | AmpC nitrocefin hydrolysis, absorbance 480 nm, 0.0001% Triton | Potency, µM (series often up to 57.1 µM), inactives show at the highest dose activity change, negative = inhibition, actives largely listed as inhibitors | 330,000 compounds, 0.52% hits | AID 485341;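 also: potency is read from the fitted curve at half-maximal effect; plate controls were no compound for no effect and no enzyme for full effect; nearly all actives have a fitted effect of over 20% in size; some results filed as inactive show a strong effect at the top dose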
Target sequence (P00811 whole entry, looked up): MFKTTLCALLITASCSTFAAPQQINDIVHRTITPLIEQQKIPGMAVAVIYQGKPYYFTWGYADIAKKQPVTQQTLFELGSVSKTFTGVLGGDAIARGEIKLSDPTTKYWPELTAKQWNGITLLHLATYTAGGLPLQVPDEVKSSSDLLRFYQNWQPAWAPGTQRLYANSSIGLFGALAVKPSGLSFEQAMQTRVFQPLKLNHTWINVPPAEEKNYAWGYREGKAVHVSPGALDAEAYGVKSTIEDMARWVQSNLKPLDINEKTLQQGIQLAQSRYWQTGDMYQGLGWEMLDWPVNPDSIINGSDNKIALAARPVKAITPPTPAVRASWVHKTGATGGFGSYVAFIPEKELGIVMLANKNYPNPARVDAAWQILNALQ
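20 mM phosphate pH 7.0 + 0.01% (detergent screen) or 0.0001% Triton X-100; 5.3 nM AmpC reagent; cpd preinc 15 min RT; nitrocefin (800 uM stock) to start; A480 q20 s × 4 min; Activity was normalised to no-enzyme and no-compound control wells.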
LmPK inh: blocks Leishmania mexicana pyruvate kinase activity. Q27686. purified LmPK, Kinase-Glo ATP luminescence, 1 h. Potency, µM (highest dose often 57.5 µM), for the others: at the highest dose activity change, negative = inhibition, usual class: inhibitors. 290,000 compounds, 0.37% hits. AID 1721; also: potency is read from the fitted curve at half-maximal effect; % is scaled to controls: 0 for no effect and ±100 for the full control effect
Target sequence (Q27686 whole entry, looked up): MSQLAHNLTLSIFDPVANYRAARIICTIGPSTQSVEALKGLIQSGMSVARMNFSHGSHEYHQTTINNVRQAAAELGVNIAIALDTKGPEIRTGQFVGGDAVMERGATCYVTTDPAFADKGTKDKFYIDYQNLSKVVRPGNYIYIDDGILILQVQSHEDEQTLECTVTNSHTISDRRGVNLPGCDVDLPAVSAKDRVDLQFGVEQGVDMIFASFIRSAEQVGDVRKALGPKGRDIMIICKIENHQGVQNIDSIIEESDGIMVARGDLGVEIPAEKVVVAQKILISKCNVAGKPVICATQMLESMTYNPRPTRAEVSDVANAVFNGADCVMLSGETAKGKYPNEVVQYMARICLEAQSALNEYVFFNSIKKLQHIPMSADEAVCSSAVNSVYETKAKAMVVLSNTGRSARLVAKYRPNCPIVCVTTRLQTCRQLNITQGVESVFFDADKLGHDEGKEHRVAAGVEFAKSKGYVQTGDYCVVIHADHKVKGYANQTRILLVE
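Kinase-Glo luminescence read after 1 h RT reaction of 0.1 nM LmPK with 0.5 mM PEP and 0.1 mM ADP. Activity scaled between uninhibited and enzyme-free controls.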
Shiga toxin inh: blocks Shiga toxin action in Vero cells. Vero cells, Shiga toxin protein synthesis inhibition reporter. inhibition, % at 38.7 µM. 290,000 compounds, 9.2% hits. AID 2315; in the data active = inhibition mostly above about 28%, no sharp cut-off; inactive = mostly below about 43%; also: 0% is about no effect
Pf growth 48h: inhibits P. falciparum growth in the first generation, 48 h; P. falciparum luciferase growth in erythrocytes, 48 h; Potency, µM (series often up to 28.7 µM), for the others: at the top dose activity change, negative = inhibition, most hits filed as inhibitors; 310,000 compounds, 5.9% hits; AID 504832; also: potency is read from the fitted curve at half-maximal effect; % is scaled to controls: 0 for no effect and ±100 for the full control effect
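Luciferase-expressing P. falciparum in infected erythrocytes (2% hematocrit, 0.1% parasitemia final) in RPMI 1640/0.5% Albumax were exposed to compound for 48 hours at 37 C, 5% CO2; growth read as luminescence.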
CHX counter: counter-screen hit for Shiga toxin inhibitors, cycloheximide; AID 2314; cell reporter, cycloheximide protein synthesis inhibition counterscreen; 300,000 compounds, 12% hits; max response, %; in the data active = max response mostly above about 13%, no sharp cut-off; inactive = mostly below about 14%; also: read at 38.3 µM for the half of the compounds with a filed dose; 0% is about no effect
Tb PYK inh: inhibitors of Trypanosoma brucei pyruvate kinase; 410,000 compounds, 0.12% hits; Q57TT1; Potency, µM (series often up to 76.8 µM), inactives show at the highest dose activity, negative = inhibition, hits mostly inhibitors; AID 624173; TbPYK enzyme, Kinase-Glo Plus ATP luminescence, 45 min; also: potency is read from the fitted curve at half-maximal effect; % is scaled to controls: 0 for no effect and ±100 for the full control effect; nearly all actives have a fitted effect of over 50% in size
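In this concentration-response screen, enzyme-free wells defined baseline while DMSO plates tracked drift. Each reaction combined TbPYK, substrate, compound and 130 uM ADP for 45 min at room temperature. Kinase-Glo Plus luminescence gave the signal.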
* hit, by the source's call; & = joins results of further samples; ! = not confirmed by another sample; [ ] = remark or other dose. Unless noted, calls follow the shape of the dose curve; as a rule, active = well fitted curve in the direction sought with a large enough effect; inconclusive = small, poorly fitted or top-dose-only effect, or another doubt; inactive = no such curve, though single readings can be large; an effect the other way counts as inactive or inconclusive.

Results for CC(C)(C)c1nnc(NC(=O)c2cccnc2Cl)s1 ?
Pf growth 96h: 41%[activator]; AmpC inh no detg: -8%; LmPK inh: 2%; Shiga toxin inh: 5; Pf growth 48h: 51%[activator]; CHX counter: 13; Tb PYK inh: 0%

Results for CC(Oc1ccccc1)C(=O)N1CCN=C1SCc1ccccc1F (stereo not drawn) ?
Pf growth 96h: -18%; AmpC inh no detg: 10%; LmPK inh: 4%; Shiga toxin inh: 20; Pf growth 48h: inconclusive; CHX counter: 3; Tb PYK inh: 5%

How did C[C@H](CCC(=O)NCC(=O)O)[C@H]1CC[C@H]2C3[C@H](O)C[C@@H]4C[C@H](O)CC[C@]4(C)[C@H]3C[C@H](O)[C@]12C (stereo partly drawn) do in these assays?
Pf growth 96h: 7%; AmpC inh no detg: 95%[activator]; Pf growth 48h: 15%; Tb PYK inh: 4%

How did COCc1cc(C)n(CC(=O)Nc2c(C)cccc2C)c(=O)c1C#N do in these assays?
Pf growth 96h: 25%; AmpC inh no detg: -12%; LmPK inh: 1%; Shiga toxin inh: 4; Pf growth 48h: -7%; CHX counter: -5; Tb PYK inh: 1%

What do the screens show for `CN(C)C(=O)c1ccc(NC(=O)CN2C(=O)NC3(CCCc4ccccc43)C2=O)cc1` (stereo not drawn)?
Pf growth 96h: inconclusive; AmpC inh no detg: 13%; Pf growth 48h: inconclusive; Tb PYK inh: 8%

Results for COc1ccc(CCN2CC(C(=O)NCCc3ccccn3)CCC2=O)cc1 (stereo not drawn) ?
Pf growth 96h: 23%; AmpC inh no detg: -8%; LmPK inh: -1%; Shiga toxin inh: -9; Pf growth 48h: 26%; CHX counter: -3; Tb PYK inh: 0%

Results for CCOC(=O)[C@@H]1[C@H]2COc3cc(OC)ccc3[C@@H]2N2C(=O)N(c3ccc(C(F)(F)F)cc3)C(=O)[C@@]12C ?
Pf growth 96h: inconclusive; AmpC inh no detg: 58%; LmPK inh: 0%; Shiga toxin inh: 8; Pf growth 48h: inconclusive; CHX counter: 0; Tb PYK inh: 51%[activator]

What do the screens show for `COc1ccc(OC)c(C(=O)N/N=C/c2ccccn2)c1`?
Pf growth 96h: 9%; AmpC inh no detg: -1%; LmPK inh: 1%; Shiga toxin inh: 76*; Pf growth 48h: 79%[activator]; CHX counter: 30*; Tb PYK inh: -1%

What do the screens show for `C#CCOc1c(Cl)cc(/C=N/NC(N)=S)cc1OCC`?
Pf growth 96h: -25%; AmpC inh no detg: -25%; LmPK inh: -1%; Shiga toxin inh: -4; Pf growth 48h: 11%; CHX counter: -1; Tb PYK inh: -6%

Results for CCNC(=O)/C(=C/c1ccco1)NC(=O)/C=C/c1ccccc1 ?
Pf growth 96h: 8%; AmpC inh no detg: -2%; LmPK inh: 5%; Shiga toxin inh: 2; Pf growth 48h: -15%; CHX counter: -1; Tb PYK inh: -20%

Results for CC(CCc1ccccc1)NC(=O)C1CCCN(C(=O)c2cc3sccc3n2C)C1 (stereo not drawn) ?
Pf growth 96h: -6%; AmpC inh no detg: 110%[activator]; LmPK inh: 4%; Shiga toxin inh: -9; CHX counter: -6; Tb PYK inh: -4%

What do the screens show for `COc1ccc(/C(C)=N/NC(=O)CNC(=O)c2cccnc2)cc1`?
Pf growth 96h: inconclusive; AmpC inh no detg: -9%; LmPK inh: -3%; Shiga toxin inh: 15; CHX counter: -1; Tb PYK inh: 1%

How did COC(=O)c1ccc(NC(=O)CSc2nnc(C3CC3)n2C)cc1 do in these assays?
Pf growth 96h: 14%; AmpC inh no detg: -4%; LmPK inh: 1%; Shiga toxin inh: 18; Pf growth 48h: -5%; CHX counter: -3; Tb PYK inh: 28%

What do the screens show for `CCOC(=O)Nc1sc(NS(=O)(=O)c2ccc(C)cc2)nc1C`?
Pf growth 96h: 2%; AmpC inh no detg: -48%; LmPK inh: -8%; Shiga toxin inh: 14; CHX counter: -2; Tb PYK inh: -6%

Results for Cc1ccc(S(=O)(=O)N2CCN(C(=O)COC(=O)Cc3ccc(F)cc3)CC2)c(C)c1 ?
Pf growth 96h: 5%; AmpC inh no detg: 67%[activator]; Pf growth 48h: 10%; Tb PYK inh: -6%

Results for CCOc1ccc(N2C(=O)CC(NCCc3ccc(S(N)(=O)=O)cc3)C2=O)cc1 (stereo not drawn) ?
Pf growth 96h: -15%; AmpC inh no detg: -9%; LmPK inh: -2%; Shiga toxin inh: 19; Pf growth 48h: 0%; CHX counter: 3; Tb PYK inh: 0%

What do the screens show for `CC(=O)Nc1ccc(S(=O)(=O)N2CCN(S(=O)(=O)N3CCOCC3)CC2)cc1`?
Pf growth 96h: 23%; AmpC inh no detg: -1%; LmPK inh: -4%; Shiga toxin inh: -6; Pf growth 48h: -33%; CHX counter: -4; Tb PYK inh: 0%

Results for CCOC(=O)c1c(N2C(=O)CC(Sc3ccccc3C(=O)O)C2=O)sc2c1CCCC2 (stereo not drawn) ?
Pf growth 96h: -5%; AmpC inh no detg: -44%; LmPK inh: 7%; Shiga toxin inh: 16; Pf growth 48h: -2%; CHX counter: -4; Tb PYK inh: -7%

What do the screens show for `O=C(O)c1ccc(NC(=O)c2cccc(NC(=O)c3cccs3)c2)cc1`?
Pf growth 96h: 0%; AmpC inh no detg: 9%; LmPK inh: -6%; Shiga toxin inh: 16; Pf growth 48h: -13%; CHX counter: -3; Tb PYK inh: 0%

Results for CN(Cc1ccccc1)C(=O)c1[nH]cnc1C(=O)NCc1ccccc1 ?
Pf growth 96h: 34%[activator]; AmpC inh no detg: 2%; Pf growth 48h: 5%; Tb PYK inh: -2%

Overlap with the part before: three entries, then new ones.
Results for CCOC(=O)c1c(N2C(=O)CC(Sc3ccccc3C(=O)O)C2=O)sc2c1CCCC2 (stereo not drawn) ?
Pf growth 96h: -5%; AmpC inh no detg: -44%; LmPK inh: 7%; Shiga toxin inh: 16; Pf growth 48h: -2%; CHX counter: -4; Tb PYK inh: -7%

What do the screens show for `O=C(O)c1ccc(NC(=O)c2cccc(NC(=O)c3cccs3)c2)cc1`?
Pf growth 96h: 0%; AmpC inh no detg: 9%; LmPK inh: -6%; Shiga toxin inh: 16; Pf growth 48h: -13%; CHX counter: -3; Tb PYK inh: 0%

Results for CN(Cc1ccccc1)C(=O)c1[nH]cnc1C(=O)NCc1ccccc1 ?
Pf growth 96h: 34%[activator]; AmpC inh no detg: 2%; Pf growth 48h: 5%; Tb PYK inh: -2%

What do the screens show for `CC(Sc1nc(N2CCCCC2)c2c(c1C#N)CCCC2)C(=O)O` (stereo not drawn)?
Pf growth 96h: -9%[5.75 µM]; AmpC inh no detg: -20%; LmPK inh: -2%; Shiga toxin inh: -2; Pf growth 48h: 7%; CHX counter: -3; Tb PYK inh: 0%

Results for COc1ccccc1N(CC(=O)NC(C)C)S(=O)(=O)c1cccs1 ?
Pf growth 96h: inconclusive; AmpC inh no detg: -23%; LmPK inh: -4%; Shiga toxin inh: -2; Pf growth 48h: -8%; CHX counter: 5; Tb PYK inh: 2%

How did Cc1ccccc1C(=O)NCc1ccncc1 do in these assays?
Pf growth 96h: -10%; AmpC inh no detg: -8%; LmPK inh: 1%; Shiga toxin inh: -12; Pf growth 48h: -2%; CHX counter: -2; Tb PYK inh: -8%

How did Cc1sc2ncn(CC(=O)N3CCN(c4ccc(F)cc4)CC3)c(=O)c2c1S(=O)(=O)N1CCOCC1 do in these assays?
Pf growth 96h: -5%; AmpC inh no detg: 39%; LmPK inh: -6%; Shiga toxin inh: -6; Pf growth 48h: -3%; CHX counter: -4; Tb PYK inh: 6%

How did Cc1ccc(CCN2CC(C(=O)NCCN3CCOCC3)CC2=O)cc1 (stereo not drawn) do in these assays?
Pf growth 96h: 12µM*; AmpC inh no detg: 15%; LmPK inh: 0%; Shiga toxin inh: -9; Pf growth 48h: 13%; CHX counter: -5; Tb PYK inh: -14%

How did O=C(COc1ccc(S(=O)(=O)Nc2ccccc2)cc1)NCc1cccnc1 do in these assays?
Pf growth 96h: inconclusive; AmpC inh no detg: -19%; LmPK inh: 2%; Shiga toxin inh: -2; Pf growth 48h: 0%; CHX counter: 4; Tb PYK inh: 13%

Results for CC(=O)NS(=O)(=O)c1ccc(NC(=S)NC(=O)C(C)C)cc1 ?
Pf growth 96h: -11%; AmpC inh no detg: -13%; LmPK inh: -2%; Shiga toxin inh: -7; CHX counter: -1; Tb PYK inh: -5%

What do the screens show for `CC[n+]1c(-c2ccccc2)c2cc(N)ccc2c2ccc(N)cc21`?
Pf growth 96h: 0.003µM*!; Shiga toxin inh: -19; Pf growth 48h: 0.048µM*; CHX counter: -14; Tb PYK inh: -5%&3%&-20%

How did Cc1cc(NC(=O)c2ccc3nc(C)sc3c2)no1 do in these assays?
Pf growth 96h: inconclusive; AmpC inh no detg: -9%; LmPK inh: 4%; Shiga toxin inh: 195*; Pf growth 48h: 149%[activator]; CHX counter: 43*; Tb PYK inh: 1%

How did COc1ccc(CN(CCN(C)C)Cc2ccccc2)c(OC)c1 do in these assays?
AmpC inh no detg: 43%; LmPK inh: 0%; Shiga toxin inh: -40; Pf growth 48h: 13µM*; CHX counter: -4; Tb PYK inh: -2%

What do the screens show for `COc1ccccc1C(=O)N/C(=C\c1ccc(Br)cc1)C(=O)NCCC(=O)O`?
Pf growth 96h: -19%; AmpC inh no detg: 13%; LmPK inh: 1%; Shiga toxin inh: -10; Pf growth 48h: 39%[activator]; CHX counter: -2; Tb PYK inh: 3%

Results for COc1ccc2[nH]cc(C(=O)CN3CCCC(C)(C)C3)c2c1 ?
Pf growth 96h: 3%; AmpC inh no detg: -50%; LmPK inh: 0%; Shiga toxin inh: 2; Pf growth 48h: 3%; CHX counter: 0; Tb PYK inh: -8%

How did CC(C)=CCCC1=CCC2C(=O)NNC(=O)C2C1 (stereo not drawn) do in these assays?
Pf growth 96h: inconclusive; AmpC inh no detg: 13%; LmPK inh: 3%; Shiga toxin inh: 17; Pf growth 48h: 13%; CHX counter: -3; Tb PYK inh: 2%

Results for CC1(C)C(=O)C2(CCCCC2)C(=O)OC1c1cccs1 (stereo not drawn) ?
AmpC inh no detg: -19%; LmPK inh: -3%; Shiga toxin inh: -6; Pf growth 48h: 8%; CHX counter: 3; Tb PYK inh: 1%

Results for CCCCNc1c(C(=O)OCC)c(C)nc2c1cnn2CC ?
Pf growth 96h: 15µM*; Pf growth 48h: inconclusive; Tb PYK inh: 7%&-3%

What do the screens show for `CC(NC(=O)CN1C(=O)NC(C)(c2cccc3ccccc23)C1=O)c1ccccc1` (stereo not drawn)?
Pf growth 96h: -11%; AmpC inh no detg: -4%; LmPK inh: 1%; Shiga toxin inh: -5; Pf growth 48h: -13%; CHX counter: -4; Tb PYK inh: -1%

What do the screens show for `CC1(C)CC(=O)C2=C(C1)N(c1ccc(F)cc1)C(=O)CC2c1ccsc1` (stereo not drawn)?
Pf growth 96h: 3.3µM*; AmpC inh no detg: 3%; LmPK inh: 8%; Shiga toxin inh: -13; CHX counter: -7; Tb PYK inh: 1%

Outcome played no part in choosing rows; any-hit rate near 22%.
